NPYLR7 ag: mosquito NPYLR7 agonism; HEK293T NPYLR7/Galpha15, GCaMP6s calcium fluorescence; activation, % at 10 µM; 270,000 tested, 0.15% active; in the data active means activation above about 40%;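 further: 0% = vehicle and 100% = reference agonist at the receptor; some compounds past the cut are filed as inactive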
mcGAS lum: blocks mouse cGAS activity; AID 1259399; 160,000 tested, 0.15% active; inhibition, % at 12.5 µM; recombinant cGAS, Kinase-Glo ATP depletion luminescence; Q8C6L5;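 further: 0% = negative control wells and 100% = reference inhibitor with no enzyme activity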
hcGAS inh: blocks human cGAS activity; inhibition, % at 12.5 µM; AID 1259398; Q8N884; recombinant h-cGAS, ATP depletion, Kinase-Glo luminescence; 290,000 tested, 0.081% active;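 further: 0% = vehicle reaction and 100% = reaction without DNA for no activity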
Target sequence (Q8N884 whole entry, looked up): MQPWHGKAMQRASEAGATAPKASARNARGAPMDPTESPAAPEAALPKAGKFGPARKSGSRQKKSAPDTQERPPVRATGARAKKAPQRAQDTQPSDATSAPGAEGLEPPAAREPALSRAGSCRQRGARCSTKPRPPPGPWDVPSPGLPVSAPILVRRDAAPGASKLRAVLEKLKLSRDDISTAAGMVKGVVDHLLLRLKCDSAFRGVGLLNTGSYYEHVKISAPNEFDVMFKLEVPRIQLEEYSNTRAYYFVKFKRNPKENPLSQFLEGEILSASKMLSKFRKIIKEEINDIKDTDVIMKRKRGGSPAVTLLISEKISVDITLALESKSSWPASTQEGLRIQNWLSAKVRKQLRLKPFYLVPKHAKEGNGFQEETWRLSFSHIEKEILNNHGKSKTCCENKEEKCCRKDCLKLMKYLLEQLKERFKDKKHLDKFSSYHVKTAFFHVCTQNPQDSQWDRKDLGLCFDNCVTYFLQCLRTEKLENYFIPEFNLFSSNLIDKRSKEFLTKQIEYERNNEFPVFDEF
Active calls of the source: *; nt = not tested or not shown; & = joins results of further samples. Unless noted, no stated cut-off is given here; in the data, active means inhibition above about 40%; inactive means the rest.

SMILES | NPYLR7 ag | mcGAS lum | hcGAS inh
O=C(Cc1cccs1)NCCOc1cc(N2CCCC2)ncn1 | -0.4 | nt | -4.3
CCNC(=O)N1CCc2nc(Nc3cc(C)cc(C)c3)ncc2C1 | 11.0 | -1.6 | -1.6
CC(OC(=O)CCc1ccsc1)C(=O)c1ccc(NS(C)(=O)=O)cc1 (stereo not given) | 0.9 | nt | -2.8
CC(=O)c1ccc(S(=O)(=O)N2CCCC(N(C)CCc3ccccn3)C2)cc1 (stereo not given) | 4.4 | nt | -4.7
COCCNC(=O)c1cc2nc(-c3ccccc3)cc(C(F)(F)F)n2n1 | 0.4 | -3.5 | 1.0
CCN(Cc1ccncc1)C1CCCN(S(=O)(=O)c2cc3ccccc3s2)C1 (stereo not given) | -0.5 | nt | -10.0
CCn1cc(C(=O)N2CCN(CC(=O)N(C)c3ccccc3)CC2)c2nn(-c3ccccc3)c(=O)c-2c1 | -1.1 | -6.6 | -5.5
Cn1ccsc1=NC(=O)c1ccc(CS(C)(=O)=O)cc1 | -0.1 | -7.2 | -6.0
CSc1ncccc1C(=O)N1Cc2cnc(CC(C)C)nc2C1 | -1.0 | nt | -4.4
Cn1c(=S)[nH]c2c(c1=O)C1(CCCC1)Cc1ccccc1-2 | -3.2 | -1.7 | -5.0
CC(C)N(CC(=O)N(CCc1c[nH]c2ccccc12)Cc1ccc(Cl)c(Cl)c1)Cc1ccccc1C#N | nt | 2.2 | -3.5
Cc1ccc(NS(=O)(=O)c2c[nH]c(=O)[nH]c2=O)cc1 | -12.1 | -6.4 | -3.8

(next part)
SMILES | NPYLR7 ag | mcGAS lum | hcGAS inh
CCN(CC)C(=O)C1CSCN1C(=O)COc1ccc(C(C)C)cc1 (stereo not given) | -3.1 | nt | 5.1
O=C1/C(=C/c2ccc(-c3ccc(Cl)c(Cl)c3)o2)C=C(c2ccccc2)N1c1ccc(O)cc1 | 1.1 | -6.8 | -6.8
Cc1nc(-c2ccc(Cl)s2)sc1C(=O)NC(C)(C)C | 1.5 | nt | -2.3
N#Cc1ccc(S(=O)(=O)CCOc2ccccn2)cc1 | -1.4 | nt | -6.4
CNC(=O)[C@@H]1C[C@@H](N)CN1C(=O)c1cc(F)c(OC)c(F)c1 | 2.3 | nt | -6.0
Cc1ccc(Br)cc1NC(=O)c1ccc2[nH]c(=O)c(=O)[nH]c2c1 | 0.6 | nt | -7.8
OC[C@H]1CCCCN1Cc1nc(-c2cc(Br)cs2)no1 | 2.9 | -3.1 | 1.1
O=C(c1[nH]cnc1-c1ccccc1)N1CCCC(N2CCCC2=O)C1 (stereo not given) | -1.1 | nt | -4.5
Cc1oc2nc3c(c(=O)n(Cc4ccccc4)c(=O)n3C)n2c1C | 0.2 | -1.7 | -0.9
Cc1ncc2c(c1CNC(=O)c1ccsc1)CCN(C(=O)c1cccc(-c3ccc(F)cc3)c1)C2 | 23.2 | -7.5 | -4.0
COc1ccccc1C1=NN(C(=O)CN2CCc3ccccc3C2)C(c2ccc(C)cc2)C1 (stereo not given) | 10.6 | -6.6 | -9.7
Cc1nn(C2CCS(=O)(=O)C2)c2nc(-c3cccs3)cc(C(=O)N3CCCCC3)c12 (stereo not given) | 1.4 | -7.7 | -5.1

Quoted from the listing:
COc1ccccc1C1=NN(C(=O)CN2CCc3ccccc3C2)C(c2ccc(C)cc2)C1 (stereo not given) – NPYLR7 ag = 10.6
Cc1oc2nc3c(c(=O)n(Cc4ccccc4)c(=O)n3C)n2c1C – mcGAS lum = -1.7

Part of the list above, with each value named:
N#Cc1ccc(S(=O)(=O)CCOc2ccccn2)cc1
  NPYLR7 ag: -1.4; mcGAS lum: nt; hcGAS inh: -6.4
CC(OC(=O)CCc1ccsc1)C(=O)c1ccc(NS(C)(=O)=O)cc1 (stereo not given)
  NPYLR7 ag: 0.9; mcGAS lum: nt; hcGAS inh: -2.8

More records.
SMILES | NPYLR7 ag | mcGAS lum | hcGAS inh
CC1CCCCC1OCCN(Cc1ccc(C(=O)NC2CC2)cc1)C1CC1 (stereo not given) | 1.4 | nt | -3.3
O=C(Cn1nc(-c2cccs2)c2sc(N3CCCCC3)nc2c1=O)Nc1ccc2c(c1)OCO2 | -0.6 | -8.8 | -11.1
Cc1cc(O)c(C(=O)c2cccs2)c(=O)n1C | 4.3 | nt | -1.2
COc1ccc(CN(Cc2ccco2)C(=O)CCCOc2ccc(Cl)cc2C)c2ccccc12 | -4.4 | -3.9 | -2.5
CC(c1ccon1)N(C)C(=O)c1cn(C/C=C/c2ccccc2)nn1 (stereo not given) | 6.9 | -7.0 | -2.4
Cc1nc2cccc(C)n2c(=O)c1NC(=O)C1CC1 | 3.4 | nt | -16.5
NCCC1CCCN(Cc2cccn2S(=O)(=O)c2ccccc2)C1 (stereo not given) | 2.9 | -16.2 | -4.2
CC(C(=O)Nc1nccs1)N1CCOC(c2ccc(Cl)cc2)C1 (stereo not given) | 0.4 | -1.5 | -3.3
Cc1onc(-c2c(F)cccc2Cl)c1C(=O)Nc1ccccc1Cl | 6.2 | -5.1 | -4.6
C=CCN(CC=C)C(=O)CN1CCN[C@H]2CS(=O)(=O)C[C@H]21 | -3.9 | -12.4 | -5.2
Cc1ccc(C(=O)NCC2CCCO2)c(C2CCN(Cc3cc(C)c(C)o3)CC2)n1 (stereo not given) | 5.8 | nt | -5.0
Cc1c(CN2CCN(Cc3ccsc3)C(CCO)C2)[nH]c2c(Cl)cccc12 (stereo not given) | 2.0 | nt | -7.2

Remaining list, next part.
SMILES | NPYLR7 ag | mcGAS lum | hcGAS inh
Cc1cccc(-c2ncc(CN(C)Cc3ncc[nH]3)cn2)c1 | -1.0 | -14.8 | -4.7
COCCCN(Cc1cccc(F)c1)Cc1cccn1Cc1ccccc1C | 21.5 | -3.1 | -0.4
Cc1cc(C)cc(-n2ccnc2SC2CCCCC2=O)c1 (stereo not given) | -4.8 | nt | -5.1
O=S(=O)(c1ccc2c(c1)OCCO2)N1CCCSc2ccccc21 | 0.0 | -7.4 | -6.7
CC(C)CN1CC(C(=O)NCCc2nc3c(s2)CCC3)CC1=O (stereo not given) | 9.7 | nt | -0.9
CCS(=O)(=O)N1CCCN(C(=O)C(C)(C)C)CC1 | nt | -5.2 | -4.2
Cc1cc(C(=O)N2CCc3ccccc3C2c2ccccc2Cl)co1 (stereo not given) | -3.7 | -6.7 | -4.3
O=C(O)c1c[nH]c2c(Cl)c(Cl)ccc2c1=O | 4.7 | 24.1 | 7.4
CC(=O)n1c(O)c(N=NC(=O)c2ccco2)c2ccccc21 | -0.5 | -2.0 | 3.1
COc1ccccc1-c1nc(C(N)=O)c2[nH]c(=O)n(-c3ccc(C(C)(C)C)cc3)c2n1 | -11.0 | -0.8 | -1.6
Cc1ccc(S(=O)(=O)N2CCN(c3ccc(Oc4ccccc4)cc3)C(=O)C2C)cc1 (stereo not given) | -13.8 | 0.1 | -3.4
CNc1ccnc(N2CCC(C(O)c3cccnc3)CC2)n1 (stereo not given) | 0.2 | nt | 0.6

(cont.)
SMILES | NPYLR7 ag | mcGAS lum | hcGAS inh
CCn1cc(C(=O)N2CCN(CC(=O)NCC3CCCO3)CC2)c2nn(-c3ccccc3)c(=O)c-2c1 (stereo not given) | -2.0 | -9.0 | -8.0
COc1ccc(C(=O)N2C(C(=O)NCC3CCCO3)COC23CCN(C(=O)c2cccc(Cl)c2)CC3)cc1 (stereo not given) | 4.9 | -0.8 | -0.9
C=CCONC(=O)c1cccc2[nH]c(-c3ccc(N(C)C)cc3)nc12 | -0.5 | nt | -9.7
COc1ccc(CCN(C)c2cc(C(C)(C)C)nc(SCc3cccc(C(=O)NCCN4CCOCC4)c3)n2)cc1OC | -5.1 | -3.3 | -0.4
COC(=O)C1CCCN1C(=O)c1cc(-c2ccccc2)cs1 (stereo not given) | -2.4 | nt | -7.4
Clc1ccc(-c2cnnc(N3CCC(c4ccncc4)CC3)n2)cc1 | 3.4&-2.9 | 0.0 | -2.6&-0.9
O=[N+]([O-])c1cc(S(=O)(=O)N2CCOCC2)ccc1Nc1ccc(Br)cc1 | 10.4 | nt | -6.7
O=C(CC1(O)C(=O)Nc2ccc(Br)cc21)c1ccncc1 (stereo not given) | 4.0 | nt | 1.6
CCOc1ccc(-c2cc(C(=O)NCc3cccc(OC(F)(F)F)c3)c3ccccc3n2)cc1 | -0.8 | -5.2 | -1.4
CCN(Cc1noc(CC(C)C)n1)C(=O)C1CCCO1 (stereo not given) | 2.2 | nt | -8.7
Cc1nccc(-c2ccccc2)c1C(=O)N[C@@H]1CC[C@@H](N)C1 | -0.7 | -5.3 | -0.9
COc1ccc(CN2CCCn3cccc3C2c2cc(F)ccc2F)c(OC)c1OC (stereo not given) | 1.0 | -4.6 | -8.3

The closing 2 compounds of the part before come first, to join the parts.
SMILES | NPYLR7 ag | mcGAS lum | hcGAS inh
Cc1nccc(-c2ccccc2)c1C(=O)N[C@@H]1CC[C@@H](N)C1 | -0.7 | -5.3 | -0.9
COc1ccc(CN2CCCn3cccc3C2c2cc(F)ccc2F)c(OC)c1OC (stereo not given) | 1.0 | -4.6 | -8.3
CCCc1c(C(=O)NCc2ccco2)cnn1-c1ccccc1 | -3.9 | -8.0 | -7.7
CCC(NC(=O)C(=O)c1cccnc1)c1nc(C)c(C)s1 (stereo not given) | -5.5 | nt | -7.2
COC(=O)N1CCCC(NC(=O)Nc2ccn(-c3ccccc3)n2)C1 (stereo not given) | -1.1 | nt | -8.2
Cc1cccnc1CC(C)Nc1ccc(-c2nccn2C)nn1 (stereo not given) | 1.9 | nt | -2.4
CCCCn1c(=O)c2c(nc3n(CC(=O)OCC)c(C)c(C)n23)n(C)c1=O | -6.9 | nt | -9.1
CCOCCOc1nc(-c2ccc3c(c2)OCO3)n(-c2ccc(NC(=O)COc3ccc(Cl)cc3)cc2)n1 | 16.9 | -6.4 | -4.8
CCNC(=O)c1coc(CN(Cc2ccccc2)Cc2ccc(C(F)(F)F)cc2)n1 | 22.2 | -5.4 | -3.3
Cc1nc2sc3c(c2c(=O)o1)CCC3 | 0.0 | nt | -7.2
COc1cccc(CNC(=O)CCC2CCCN(C(=O)c3cc4ccccc4o3)C2)c1 (stereo not given) | 2.9 | nt | -7.7
CS(=O)(=O)CCC(=O)N1CC2CCCCC21c1ccccc1 (stereo not given) | 0.5 | nt | -5.1
Cc1nc(S(=O)(=O)N2CCC3(CC2)C(=O)Nc2ccccc23)cn1C | 11.6 | nt | -7.4
Cn1c(C2CCC2)nc2cc(C(=O)NC3Cc4ccccc4C3)cc(NC(=O)C3CCCO3)c21 (stereo not given) | 18.2 | -12.6 | -12.1

Additional entries:
SMILES | NPYLR7 ag | mcGAS lum | hcGAS inh
CCCC(=O)N1CCC(C(=O)N2CCOCC2)CC1 | nt | -4.2 | -3.7
CC1(C)Cc2cccc(OCC(O)CN3CCN(c4ccccn4)CC3)c2O1 (stereo not given) | -0.4 | nt | -5.2
N#Cc1c(NC(=O)CC2CCCC2)sc2c1CCCCC2 | -0.4 | nt | -6.1
CCCN(Cc1cccn1Cc1cccc(Cl)c1)C(=O)/C=C/c1ccc([N+](=O)[O-])cc1 | -5.2 | 2.0 | 3.7
CCc1noc(C)c1C(=O)NC(C)C1CC1c1ccccc1 (stereo not given) | 0.0 | nt | -4.4
Cc1c(C(=O)NC2CCc3ccccc32)cnc2c(-c3c(F)cccc3Cl)cnn12 (stereo not given) | 3.6 | -5.8 | -5.1
Fc1cccc(Cl)c1CSCc1nc2ccccc2[nH]1 | 8.8 | -5.3 | -3.8
O=C(CC1CSc2nc3c(c(=O)n21)CCCC3)NCc1cccnc1 (stereo not given) | -0.2 | nt | -1.7
Cc1c(C(=O)NCCc2ccc(F)cc2)cnc2c(-c3ccc4c(c3)OCO4)cnn12 | 5.9 | -8.7 | -16.3
CCN1CCN(C(=O)CCN(C(=O)c2cc(C)oc2C)C2CC2)CC1 | 4.1 | nt | -0.2
CN(Cc1nc2ccccc2[nH]1)S(=O)(=O)C1=CCCCC1 | 2.5 | nt | -6.7
Cc1ccc(-c2cc(NC(=O)CCCOc3ccccc3)n(-c3ccccc3)n2)cc1 | 6.5 | -6.0 | -5.1

Among those listed so far, two have a nitro group on carbon:
SMILES | NPYLR7 ag | mcGAS lum | hcGAS inh
O=[N+]([O-])c1cc(S(=O)(=O)N2CCOCC2)ccc1Nc1ccc(Br)cc1 | 10.4 | nt | -6.7
CCCN(Cc1cccn1Cc1cccc(Cl)c1)C(=O)/C=C/c1ccc([N+](=O)[O-])cc1 | -5.2 | 2.0 | 3.7

The list continues.
SMILES | NPYLR7 ag | mcGAS lum | hcGAS inh
FC(F)(F)c1cccc(CSc2nnc(-c3ccco3)n2-c2cccc(Cl)c2)c1 | nt | -9.7 | -5.7
CCCn1c(N)c(C(=O)CSc2nnc(C3CC3)n2C2CC2)c(=O)[nH]c1=O | 11.5 | nt | -1.5
Clc1ccc(/C=C2\CCCC3C2=Nc2ncnn2C3c2ccc(Cl)cc2)cc1 (stereo not given) | 3.3 | -2.2 | -3.5
FC(F)(F)C1CNCC1C(F)(F)F (stereo not given) | 1.0 | nt | 0.3
COc1ccc(NC(=O)/C=C/c2ccc(OC(F)F)c(OC)c2)c(OC)c1 | 2.6 | nt | -0.3
COc1cccc(N2CCN(c3cc(Oc4ccc(Cl)cc4)ncn3)CC2)c1 | -7.6 | -8.6 | -4.5
Cc1cc(SCC(=O)Nc2ccccc2C)n2nc(C)c(-c3ccccc3)c2n1 | 3.7 | -4.8 | -0.2
Cc1cc(S(=O)(=O)Nc2ccccc2C(=O)NC(C)C)sc1C(=O)O | 7.9 | -14.1 | -9.6
CN(CC1CCCO1)C(=O)NC1CCN(CC2CCCCC2)CC1 (stereo not given) | 1.2 | nt | 6.1
NCC(=O)CCC(=O)O | 6.7&-11.7&-6.4 | nt | -0.1&0.2&0.8
